Wnt bcat act: Wnt/beta-catenin pathway activators, primary screen, cell-based, plate reader, single point | Wnt/beta-catenin reporter cell assay, activator | activation, % at 9.35 µM | 300,000 tested, 1.2% active | AID 743398, 2014; in the data active means activation above about 30%, passing the limit was not always enough; inconclusive means no clear call, values can overlap the other calls;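 further: 0% = neutral control wells and 100% = positive control wells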
MITF act: activators of MITF-driven TRPM1 promoter reporter, primary screen, cell-based, SK-MEL-5, luciferase, single point | 300,000 tested, 0.75% active | activation, % at 12.5 µM | SK-MEL-5 TRPM1-promoter luciferase, 24 h; % of positive control, neutral wells = 0;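 active means mean activation of at least 80% with every replicate also reaching 80%; inconclusive means mean reaches 80% but some replicate falls short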;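 further: 0% = neutral control wells and 100% = parthenolide positive control wells; values of inactives mirror those of a sister screen read the other way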
dFosB activator: activators of delta FosB homodimer, primary screen, biochemical, fluorescence polarization, TAMRA-CDK5 oligo, single point; Protein FosB (Mus musculus), P13346; purified delta FosB; percent of positive-control signal above neutral wells; activation, % at 25 µM; 340,000 tested, 0.99% active;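 active means mean activation above about 17%, with every replicate also reaching it, limit read from the data, passing the limit was not always enough; inconclusive means only one of the two conditions met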;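 further: fluorescence polarization rise as delta FosB binds a TAMRA Cdk5 AP-1 oligo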
Target sequence (P13346 whole entry, looked up): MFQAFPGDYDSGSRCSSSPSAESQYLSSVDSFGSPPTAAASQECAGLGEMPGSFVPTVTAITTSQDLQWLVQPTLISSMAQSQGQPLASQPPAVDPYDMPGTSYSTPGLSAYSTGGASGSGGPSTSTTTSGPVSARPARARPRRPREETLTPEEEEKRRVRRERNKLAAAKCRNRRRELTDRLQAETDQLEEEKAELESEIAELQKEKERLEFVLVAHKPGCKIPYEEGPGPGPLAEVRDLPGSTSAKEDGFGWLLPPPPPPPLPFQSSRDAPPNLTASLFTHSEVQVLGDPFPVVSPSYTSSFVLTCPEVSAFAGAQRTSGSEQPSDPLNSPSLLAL
Rtt109 HAT inh: inhibitors of C. albicans Rtt109/Vps75 HAT, primary screen, biochemical, ThioGlo CoA-SH fluorescence, plate reader; inhibition, % at 34.9 µM; Histone acetyltransferase RTT109 (Candida albicans (strain SC5314 / ATCC MYA-2876)), …; purified Rtt109/Vps75, 4 h; 330,000 tested, 0.16% active; AID 540336, 2011;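 active means inhibition of at least 50% in every replicate; inconclusive means best replicate reaches 50% inhibition but some replicates fall short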
SR-BI HDL uptake: inhibitors of SR-BI mediated HDL lipid uptake, primary screen, ldlA[mSR-BI] cells, fluorescence, single point; Scavenger receptor class B member 1 (Mus musculus), Q61009; ldlA[mSR-BI] CHO cells, DiI-HDL uptake fluorescence, 3 h; inhibition, % at 12.5 µM; 320,000 tested, 0.96% active; AID 488896, 2010;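 active means mean replicate inhibition of at least 70% and a set share of replicates each scoring 70 or more; inconclusive means meets just one of the two criteria; inactive means fails both criteria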;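 further: 0% = median of neutral control wells and 100% = median of positive control wells; values of inactives mirror those of a sister screen read the other way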
Target sequence (Q61009 whole entry, looked up): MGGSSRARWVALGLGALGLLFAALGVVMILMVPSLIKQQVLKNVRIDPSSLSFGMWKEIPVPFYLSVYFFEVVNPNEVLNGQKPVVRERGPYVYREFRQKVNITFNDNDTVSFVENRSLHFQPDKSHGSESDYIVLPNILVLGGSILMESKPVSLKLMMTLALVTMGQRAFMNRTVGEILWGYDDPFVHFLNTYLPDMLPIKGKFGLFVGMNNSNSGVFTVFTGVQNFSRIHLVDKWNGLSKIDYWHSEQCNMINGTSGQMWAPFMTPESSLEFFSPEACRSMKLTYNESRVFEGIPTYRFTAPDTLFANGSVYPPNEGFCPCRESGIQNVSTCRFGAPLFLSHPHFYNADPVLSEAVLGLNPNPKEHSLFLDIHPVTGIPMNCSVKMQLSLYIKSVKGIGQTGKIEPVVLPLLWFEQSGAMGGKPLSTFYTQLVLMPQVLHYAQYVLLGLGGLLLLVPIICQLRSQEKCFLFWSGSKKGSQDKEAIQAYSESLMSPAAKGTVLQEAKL
RTF Ca sens act: cardiac RTF calcium sensitivity activators, primary screen, biochemical, IANBD-TnC fluorescence, EC20 calcium. Troponin I, cardiac muscle (Homo sapiens) + Troponin T, cardiac muscle (Homo sapiens) + …. IANBD-labeled TnC RTF fluorescence at EC20 calcium; 0% EC20 calcium, 100% full calcium. activation, % at 7.2 µM. 340,000 tested, 0.24% active;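 active means activation above the mean over all tested compounds plus 3 SD, cut at about 30% in these data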;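 further: rise in fluorescence read as greater calcium sensitivity of cardiac thin filaments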
CDK5 inh: inhibitors of human CDK5/p35 kinase, primary screen, biochemical, single concentration; inhibition, % at 10 µM; Cyclin-dependent kinase 5 (Homo sapiens) + Cyclin-dependent kinase 5 activator 1 (Homo …; Recombinant CDK5/p35, ADP-Glo luminescence, 60 min; 330,000 tested, 0.01% active; AID 488839, 2010;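 active means highest replicate inhibition of at least 50% and at least 75% of replicates reaching 50%; inconclusive means only one of the two criteria met; inactive means both criteria failed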;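 further: plate controls were DMSO neutral control for no effect and GW8510 at 10 µM for full effect; many of its hits are not listed in these tables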
SR-BI uptake up: activators of SR-BI mediated DiI-HDL uptake, primary screen, ldlA[mSR-BI] CHO cells, DiI fluorescence. 3 h; 100 = double the neutral-control signal. activation, % at 12.5 µM. 320,000 tested, 0.096% active. AID 504775, 2011;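 active means mean replicate activation of at least 60% and every replicate at or above 60%; inconclusive means mean or all-replicate condition met, but not both; inactive means mean below 60% and not all replicates reaching 60%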;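 further: 0% = median plate neutral-control signal and 100% = twice that signal; values of inactives mirror those of a sister screen read the other way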
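System: LDL receptor-deficient CHO ldlA cells overexpressing murine SR-BI | Timing: 3 h uptake period with compound, 37 °C | Medium: HEPES-buffered (25 mM, pH 7.4) F12 plus 0.5% BSA | Dosing: Single-point compound dose | Signal: Bottom-read fluorescence, 550/595 nm | Read-out: Retained DiI signal reflecting DiI-HDL uptake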
PvdQ acylase: P. aeruginosa PvdQ acylase inhibitors, primary screen, biochemical, fluorescence, plate reader and imaging, single point; purified PvdQ acylase; AID 488965, 2010; PvdQ acylase [Pseudomonas aeruginosa LESB58]; 340,000 tested, 0.063% active; inhibition, % at 10 µM; in the data active means inhibition above about 30%, passing the limit was not always enough; inconclusive means no clear call, values can overlap the other calls;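 further: 0% = vehicle neutral wells and 100% = reference inhibitor wells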
HTR5A ag: HTR5A agonists in luminescence cell assay, primary screen, counter-screen for OPRM1-OPRD1 heterodimer agonist project, full-deck HTS; 340,000 tested, 0.61% active; cell-based; 5-hydroxytryptamine receptor 5A (Homo sapiens), P47898; activation, % at 9.3 µM; AID 504692, 2011; in the data active means activation mostly above about 9.5%, no sharp cut-off; inactive means mostly below about 7.6%;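 further: 0% = cells with vehicle only and 100% = reference agonist; strong numbers were not always called active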
Active calls of the source: *; ? = inconclusive; . = not tested or not shown.

SMILES	Wnt bcat act	MITF act	dFosB activator	Rtt109 HAT inh	SR-BI HDL uptake	RTF Ca sens act	CDK5 inh	SR-BI uptake up	PvdQ acylase	HTR5A ag
CCOC(=O)c1sc(=S)n(C)c1NC(=O)c1ccccc1	.	5	4	-5	-15	2	0.8	15	-14	1
COc1ccc(-c2csc(NC(C)c3nc4cc(Cl)c(Cl)cc4n3CCOCCO)n2)cc1 (stereo not given)	0	-3	-7	-17	11	-1	-1.4	-11	-7	11
CC(=O)Nc1nc2ccc(C(=O)NC3CCCCC3)cc2s1	-2	11	-18	-8	55	0	-0.5	-55	-9	1
CC(C)c1ccc(NS(=O)(=O)c2ccc3c(c2)NC(=O)CO3)cc1	-4	-9	-15	4	-1	-4	0.2	1	-12	2
CC(C)OP(=O)(OC(C)C)C(O)c1cccc([N+](=O)[O-])c1 (stereo not given)	1	-2	-2	-10	-7	2	-0.1	7	-11	0
CN(C(=O)COc1ncnc2ccccc12)C1CCCCC1	-1	-2	4	-7	-2	-2	-9.4	2	-10	4
c1ccc2c(c1)Nc1cc3ccccc3cc1S2	38*	.	-2	6	9	1	-0.7	-9	-9	-2
CCc1nc(C)ccc1OC(=O)C12CC3CC(CC(C3)C1)C2	-2	13	-1	-2	-12	4	1.2	12	-3	1
CCN(CC)C(=O)Cn1cc(C(=O)C2CC2)c2ccccc21	-1	1	1	-41	-4	3	-2.9	4	-15	-3
OCCNc1nc(Cl)nc(NCc2ccco2)n1	4	-3	-3	1	-14	6	-2.0	14	-11	1
CCOC(=O)c1sc2ccccc2c1OC(=O)c1ccc(C)cc1	.	-12	-12	-5	-28	11	-0.4	28	-8	5
COc1ccc(/C=C/c2ccc(=O)n(Cc3ccccc3)n2)cc1	2	-4	-6	-7	-3	-3	1.8	3	-5	2
O=C(CN1CCN(S(=O)(=O)c2ccc(Br)cc2)CC1)Nc1ccc(F)cc1	.	0	-8	4	21	0	0.9	-21	-19	-6
NNC(=O)c1cc(NS(=O)(=O)c2cccs2)cc(NS(=O)(=O)c2cccs2)c1	-5	-8	-3	2	8	0	0.3	-8	-15	-3
CCN(CC(=O)Nc1ccc2c(c1)OCCO2)C(=O)/C=C/c1cccc(Br)c1	17	53	-6	-3	-6	1	1.1	6	-13	-2
CCN(CC(=O)Nc1ccc(OC)cc1)C(=O)c1ccc2c(=O)n3c(nc2c1)CCC3	-1	-3	6	-3	-8	0	0.2	8	-2	2
c1ccc(N2CC3COc4ccccc4C3=N2)cc1 (stereo not given)	-5	42	6	-39	16	-5	0.4	-16	-13	2
O=C(CCc1ccccc1)NC(=S)Nc1cccc(C(=O)O)c1	25	2	-1	-9	-20	4	-0.2	20	-13	-2
COc1ccc(-c2cc(=O)oc3cc(OC(C)C(=O)O)ccc23)cc1 (stereo not given)	1	.	-8	3	-11	1	-0.1	32	0	-1
CCn1c(Cn2nnc(-c3ccccc3)n2)nnc1SCC(=O)Nc1ccc(N(C)C)cc1	.	-4	-10	.	44	5	-0.4	-44	-4	-2
CC(C)COC(=O)n1ccc(C(=O)N2CCCCC2)n1	.	2	-5	-8	10	1	-0.7	-10	-1	-2
NC(=O)c1ccc(NC(=O)Cc2csc(-c3ccccc3)n2)cc1	-3	-9	5	7	0	5	-3.0	0	-17	2
COc1cccc(C(=O)OCC(=O)Nc2cc(C)c(C)cc2[N+](=O)[O-])c1	-4	13	1	-1	-13	-2	0.8	13	10	-1
Cc1ncc([N+](=O)[O-])n1CC(=O)NC1CCCCCC1	2	10	0	4	-21	-2	-0.5	21	6	0
N=c1n(CCN2CCCCC2)c2ccccc2n1CC(O)c1cccc(Br)c1 (stereo not given)	.	-34	-11	22	4	-4	-6.5	-4	-5	.
COc1ccc(/C=N/NC(=O)COc2cccc3cccnc23)cc1OC	-1	5	31*	-2	-3	0	0.1	3	-2	2
O=C(Nc1ccc(N=Nc2ccccc2)cc1)c1cccc(Cl)c1	.	12	-14	-2	26	-6	-0.7	-26	2	-5
O=C1COc2ccc(C(=O)CSc3nc4ccccc4c(=O)n3-c3ccc(Cl)c(Cl)c3)cc2N1	-4	-37	56*	-7	22	4	-2.6	-22	-6	-1
Cn1nccc1CNC(=O)c1ccnn1C	.	-11	12	-6	0	5	-1.4	0	-2	10
COc1ccc2c(c1)c(=O)oc1cc(OCC(=O)N3CCC(C)CC3)ccc12	.	0	-11	-2	7	-1	-0.3	-7	-14	-1
CC(=O)OC1CCC2(C)C3=CCC4(C)C(C(C)=O)=CCC4C3CCC2C1 (stereo not given)	-8	-4	5	15	-10	2	0.9	10	2	1
CNc1nc(-c2ccc(Cl)cc2)cs1	.	?	11	-6	22	-2	3.0	-22	4	7
COc1ccc(CNC(=O)C23CN(Cc4ccccc4)CC2C(c2ccc([N+](=O)[O-])cc2)=NO3)cc1 (stereo not given)	-4	7	4	-3	16	9	-0.2	-16	-6	2
Cc1cc(C(=O)NCc2ccc3c(c2)OCO3)n(-c2ccccc2)n1	-1	.	-13	-15	-9	2	-1.0	9	-8	-3
COCCNC(=O)CN1C(=O)CSc2cc(S(=O)(=O)N3CCCCCC3)ccc21	-2	8	0	-1	6	4	5.3	-6	5	8
COc1ccc(CN(C(=O)c2ccc(C)cc2)c2cccc(N)c2)cc1	-4	-24	-5	-1	-5	-2	-0.6	5	3	-1
CCCCC(=O)N1CCCC(c2nc(-c3cccc(OC)c3)no2)C1 (stereo not given)	9	38	-6	-8	.	1	0.6	.	-14	3
Cc1ccc(S(=O)(=O)N2CCCCC2)cc1NC(=O)c1nn(C)c(=O)c2ccccc12	1	-5	-5	-9	25	4	-0.2	-25	-11	3
O=C(COC(=O)COc1ccc(Cl)cc1)NC1CC1	-1	-7	-4	5	-8	9	-0.2	8	-14	1
Cc1onc(C(=O)Nc2sc3c(c2C#N)CCCC3)c1[N+](=O)[O-]	35*	1	1	3	5	-8	-0.8	-5	-15	0
NS(=O)(=O)c1ccc(NS(=O)(=O)c2ccc3c(c2)OCCO3)cc1	3	-3	-1	-2	-18	-3	-0.5	18	-9	-2
COc1cc(NS(=O)(=O)c2ccc(NC(=O)C34CC5CC(CC(C5)C3)C4)cc2)ncn1	.	-25	-6	2	-21	3	-1.9	21	0	2
CCOc1ccc(-n2c(SCC(=O)Nc3cc(C)on3)nc3c([nH]c4ccccc43)c2=O)cc1	-1	5	41*	4	13	-2	0.3	-13	-3	-1
COc1ccccc1Cn1[nH]nnc1=S	4	-9	-2	-3	-2	3	0.3	2	-15	-3
COc1cccc(Nc2nc(C)nc3c2oc2ccccc23)c1	6	9	2	-13	11	3	-0.4	-11	6	4
CO/N=C(/CNC(=O)c1cccc(Cl)c1)c1ccc(Cl)cc1	.	3	-12	-30	12	3	-1.5	-12	-18	1
NC(=NC1CCCCC1)c1ccc(Cl)cc1	-1	5	1	3	-19	3	0.7	19	-14	-2
O=C(COC(=O)c1ccccc1-n1cnnn1)c1ccc(F)cc1	15	50	-6	14	-2	-1	0.0	2	1	-4
Cc1ccc(N(C)C(=O)N2CCN(S(=O)(=O)c3c(C)cc(C)cc3C)CC2)cc1	.	.	-5	-9	5	2	0.3	-5	-14	1
O=C(O)C1CCCCC1C(=O)NCc1ccccc1 (stereo not given)	.	.	-4	0	-22	-2	-2.1	22	-7	4
CN1C(=O)/C(=C/c2cc(C(C)(C)C)c(O)c(C(C)(C)C)c2)NC1=S	1	-5	-3	-22	3	3	0.3	-3	-6	2
COc1ccccc1/C=N/NC(=O)c1cccc(NC(=O)c2ccccc2C)c1	0	5	-4	8	75*	-7	0.9	-75	-1	1
COc1ccc(CCN2C(=O)C(Oc3ccccc3)C2c2ccc3c(c2)OCO3)cc1 (stereo not given)	-3	0	-3	2	15	9	-2.1	-15	-13	-1
Cc1cccc2sc(N(CCN(C)C)C(=O)c3ccc4ccccc4c3)nc12	-2	-1	7	24	29	1	0.7	-29	-2	-5
Cc1cc(C(=O)Cn2nc(C(=O)O)c3ccccc3c2=O)c(C)n1-c1cccc(C(F)(F)F)c1	-1	7	1	14	10	0	1.8	-10	-3	6
Cc1cc(C)c(C(=O)CSc2nnc(C)s2)c(C)c1	0	-2	-5	-1	2	-2	-0.1	-2	-9	2
Cc1nc(NC(N)=S)sc1C(=O)Nc1ccccc1	4	.	-2	5	7	1	3.0	-7	-13	2
COc1ccc(C2=NOC(COC(=O)c3ccc4ccccc4n3)C2)cc1 (stereo not given)	.	0	-8	7	-2	-4	0.4	2	-4	-1
O=C(O)CCC(=O)Nc1cc(C(F)(F)F)cc(C(F)(F)F)c1	4	.	-6	6	3	16	0.3	-3	-6	2
COc1ccc(N2C(=O)/C(=C/c3ccc([N+](=O)[O-])cc3)N=C2C)cc1	-1	17	-2	1	12	.	0.4	-12	-2	.

The list goes on.
SMILES	Wnt bcat act	MITF act	dFosB activator	Rtt109 HAT inh	SR-BI HDL uptake	RTF Ca sens act	CDK5 inh	SR-BI uptake up	PvdQ acylase	HTR5A ag
Cc1ccc(S(=O)(=O)N2CCN(C(=O)C3CCN(C(=O)c4ccc(F)cc4)CC3)CC2)c(C)c1	-5	-6	-9	4	52	7	-0.4	-52	11	3
Cc1ccc(-n2nc(C(=O)O)c(C)c(C#N)c2=O)cc1Cl	2	.	-3	3	-9	-5	-1.2	9	1	-4
Cc1cccn2c(=O)c3cc(C(=O)NC4CCCC4)c(=N)n(CCCN4CCOCC4)c3nc12	-1	-2	-6	-21	14	5	0.1	-14	-16	3
Cc1cc(C(F)(F)F)nn1CCCNC(=O)c1cnccn1	.	-3	-1	-6	-9	-4	1.5	9	5	1
Cc1ccc(Cc2c(C)[nH]c(=S)[nH]c2=O)cc1	2	0	-6	-1	-6	1	0.5	6	-8	-2
Cn1c(=O)c2[nH]c(CCCC(=O)O)nc2n(Cc2ccccc2)c1=S	1	-9	0	4	-9	13	2.0	9	-10	1
COC(=O)C(C)N1C(=O)S/C(=C/c2cc(C)n(-c3ccccn3)c2C)C1=O (stereo not given)	57*	20	-5	2	25	-4	-1.6	-25	-6	2

Not a hit list; about 4.4% have a hit in one of these screens.
